Compound activity (PubChem BioAssay)
GBA activity up: GBA activity enhancers in patient fibroblasts, primary screen, cell-based; Lysosomal acid glucosylceramidase (Homo sapiens), P04062; L444P Gaucher fibroblasts, 4-MU-glucoside fluorescence, 3 days; activation, % at 10 µM; 0.44% of 30,000 active; in the data active means activation above about 65%;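 further: 0% = vehicle wells and 100% = positive control wells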
Target sequence (P04062 whole entry L483P): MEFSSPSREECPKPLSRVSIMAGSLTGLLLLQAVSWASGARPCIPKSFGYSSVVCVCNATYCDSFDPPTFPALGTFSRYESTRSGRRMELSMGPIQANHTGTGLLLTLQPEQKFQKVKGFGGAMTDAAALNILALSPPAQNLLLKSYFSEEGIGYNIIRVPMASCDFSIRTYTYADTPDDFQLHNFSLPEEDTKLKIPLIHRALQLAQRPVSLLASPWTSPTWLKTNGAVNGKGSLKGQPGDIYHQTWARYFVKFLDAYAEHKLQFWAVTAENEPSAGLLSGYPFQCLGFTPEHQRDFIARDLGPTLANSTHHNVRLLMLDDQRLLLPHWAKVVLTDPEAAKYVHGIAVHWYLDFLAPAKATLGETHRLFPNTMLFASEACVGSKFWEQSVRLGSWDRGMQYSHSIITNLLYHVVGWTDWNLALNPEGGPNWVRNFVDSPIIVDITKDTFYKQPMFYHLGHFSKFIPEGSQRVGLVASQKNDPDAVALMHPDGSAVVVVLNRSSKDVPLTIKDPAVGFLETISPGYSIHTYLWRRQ
* = called active by the depositor. Some of the compounds tested; the hit share may differ from the screen's.

SMILES	GBA activity up
Cc1ccccc1NC(=O)C1Cc2ccccc2C(=O)O1 (stereo not given)	-17
COC(=O)c1c(C)nc2ccccc2c1C(=O)O	-1
O=C1NCCCC2c3cc(O)c4ccccc4c3OC12N1CCCCC1 (stereo not given)	-14
Cc1cccc2cc(CN(CC3CCCO3)C(=O)NC3CCCCC3)c(=O)[nH]c12 (stereo not given)	9
COc1ccccc1CN1CC(C(=O)NC2CCCCC2)CC1=O (stereo not given)	-3
Cc1cc(C(=O)NC(C)C2CCCO2)cs1 (stereo not given)	-1
Cc1ccc(C)c(NS(=O)(=O)c2ccc(OCC(=O)NCc3ccco3)cc2)c1	-53
O=c1cc(CO)oc(C(Nc2ccccn2)c2ccsc2)c1O (stereo not given)	11
COc1ccc2c(c1OC)C(=O)N1C(C(=O)O)Cc3c([nH]c4ccccc34)C21 (stereo not given)	3
Cc1ccc(S(=O)(=O)N2CCCC(C(=O)NCc3cccnc3)C2)cc1Cl (stereo not given)	-11
C[C@@H]1C[C@H]2[C@@H]3CCC4=CC(=O)C=C[C@]4(C)[C@@]3(F)[C@@H](O)C[C@]2(C)[C@H]1C(=O)CO	-30
CCNc1cc2n(c(=O)n1)CCc1cc(OC)c(OC)cc1-2	-6
COc1ccc2nc(N3CCCC(O)C3)c(C#N)cc2c1 (stereo not given)	-4
CC(=O)C1=C(C)NC(=O)NC1c1cc(Br)ccc1OCC(N)=O (stereo not given)	-21
Cc1cc(C)cc(NC(=O)CCN2CC(C)OC(C)C2)c1 (stereo not given)	-41
COc1ccc(N2CCN(C3CC(=O)N(C)C3=O)CC2)cc1 (stereo not given)	-4
C=CCSc1nnc(NC(=O)CSc2nc(CCC)cc(=O)[nH]2)s1	0
COC(=O)c1ccc(NC(=O)CCN2CCN(c3ccccc3)CC2)cc1	-37
Nc1c(S(=O)(=O)c2cccs2)c2nc3ccccc3nc2n1Cc1ccc2c(c1)OCO2	-21
NS(=O)(=O)c1ccc(CNC(=O)C2CCCCC2)cc1	-4
CCCCOC(=O)Nc1nc(CC(=O)OCC)cs1	-33
CSc1nc2c(c(=O)[nH]1)C(c1cccs1)C1=C(CCCC1=O)N2 (stereo not given)	-33
CCOc1cccc(OCCOCCN(C)Cc2ccccc2)c1	4
O=C(Nc1nc2c(s1)CCCC2)C1CCCN1C(=O)c1cccs1 (stereo not given)	-3
CCCNC(=O)c1c(N)n(-c2cc(OC)cc(OC)c2)c2nc3ccccc3nc12	15
COCC(=O)N(Cc1cc2ccc(C)cc2[nH]c1=O)c1ccc(OC)cc1	-30
COc1ccc(OC)c2[nH]c(=O)c(CCNS(=O)(=O)c3ccc(Cl)cc3)cc12	-37
Cc1csc(SCC(=O)c2ccc(S(=O)(=O)N3CCOCC3)cc2)n1	8
Cc1ccc(C)c(N2CCN(C(=O)CC3Sc4ccccc4NC3=O)CC2)c1 (stereo not given)	-41
O=C(NCCSc1ccccc1)c1ccco1	-1
CCN(CC(=O)Nc1ccccc1C(=O)OC)S(=O)(=O)c1ccc(OC)cc1	-13
CCOC(=O)C1=C(C)Nc2ccccc2N=C1NC(=O)c1cccc(S(=O)(=O)N(C)C)c1	-4
CCCCC(=O)Nc1ccc(N2CCN(S(C)(=O)=O)CC2)cc1	-8
CCN(CC)S(=O)(=O)c1cccc(-c2nnc(SCC(=O)NC)n2CCc2ccccc2)c1	-15
COc1ccccc1-c1nnc(NC(=O)c2ccc(S(=O)(=O)N(C)Cc3ccccc3)cc2)o1	15
Cc1c(C(=O)N2CCOCC2)[nH]c2ccc(OCc3ccccc3)cc12	-29
O=S(=O)(/N=C/c1ccccc1O)c1cccs1	-14
COC(=O)CSc1nnc([C@H](Cc2ccccc2)NC(=O)OC(C)(C)C)o1	13
COc1ccc(S(=O)(=O)Nc2ccc3c(c2)OCCO3)cc1Cl	-3
Cc1ccccc1NC(=O)CSc1nc(Nc2ccccc2)nc(N2CCOCC2)n1	30
CC(=O)OCCCCON1C(=O)c2ccccc2C1=O	21
Cn1c(=O)c2ncn(CC(=O)Nc3ccc4c5c(cccc35)CC4)c2n(C)c1=O	-28
Cc1nc(SCC(=O)Nc2c(C)n(C)n(-c3ccccc3)c2=O)n[nH]1	-16
CCOc1ccc(-c2cc(CCCC(=O)NCCc3ccc(OC)c(OC)c3OC)no2)cc1	-23
COC(=O)C1=C(CN2CCCc3ccccc32)NC(=O)NC1c1ccc(F)cc1 (stereo not given)	-9
CN(Cc1ccccc1)C(=O)c1ccccc1NC(=O)c1ccco1	-37
CC(C)(Oc1ccc(Cl)cc1)C(=O)OCC(=O)N1CCCC1	2
CCOC(=O)c1sc(=S)n(CC)c1N	-15
O=C(c1ccccc1CCc1ccccc1)N1CCOCC1	-21
CN1/C(=C\C(=O)COC(=O)C2COc3ccccc3O2)C(C)(C)c2ccccc21 (stereo not given)	-11
Cc1cc(C)n2nc[n+](C)c2n1	7
CCn1c(CCNC(=O)c2cccs2)nnc1SCC(=O)NC1CCCCC1	-3
Cc1cc(C(=O)NCCC2=CCCCC2)no1	-13
CC1(C)CC(N2CCN(c3ccccc3)CC2)=CC(=[N+]2CCCC2)C1	-8
CC(=O)Nc1ccccc1NC(=O)CN(C)S(=O)(=O)c1ccc(C)cc1	-13
O=C(Nc1cccc(C(F)(F)F)c1)C1CCCN1S(=O)(=O)c1cccc2cccnc12 (stereo not given)	-3
COc1ccc(C2N(C(=O)c3ccccc3)CCN2C(=O)c2ccccc2)cc1	-23
COC(=O)C1C2C=CC3(CN(c4cccc(C)c4)C(=O)C13)O2 (stereo not given)	-2
CCCNC(=O)C(NS(=O)(=O)c1cccc2nsnc12)c1ccccc1 (stereo not given)	-32
CCOc1cc(N2CCOCC2)c(OCC)cc1NS(=O)(=O)c1ccc(Cl)s1	-18
(continued)
SMILES	GBA activity up
CC(C)=CC(=O)Nc1ccccc1C(N)=O	0
CC(C)OC(=O)c1ccc(NC(=O)C2C3CC4OC(=O)C2C4C3)cc1 (stereo not given)	-12
Cc1ccc(O)c(CC(C)C)n1	-3
N#CC1=C(N)SC(N)=C(C#N)C1CCc1ccccc1	2
Cc1cc2n(n1)SC(Nc1ccccc1)N2 (stereo not given)	-4
Cc1ccnc(NC(=O)CCC2COc3ccccc3O2)c1 (stereo not given)	-7
COc1ccc(/C(CC2(O)C(=O)Nc3ccccc32)=N\O)cc1 (stereo not given)	-14
CCOC(=O)N1CCN(c2nc(-c3ccco3)cc(C(F)(F)F)n2)CC1	-42
CCc1nc2ccccc2c(C(=O)OCC(=O)NCCCN2CCCC2=O)c1C	-5
CCCC(=O)Nc1ccc(-c2nc3cc(C)c(C)cc3o2)cc1	-4
O=C(CSc1nnnn1-c1cccc2ccccc12)N1CCOCC1	-11
CN(C)c1ccc(NC(=O)Nc2cccc(Cl)c2)cc1	9
CCN(CC)C(=O)CSc1nc2ccccc2c(=O)n1-c1cccc(OC)c1	-4
Cc1cc(NC(=O)CSc2nc(-c3ccccc3)c(C#N)c(=O)[nH]2)no1	6
CCOC(=O)C(C)(C)Sc1nc2c(cnn2-c2ccc(C)cc2)c(=O)[nH]1	-31
COc1ccc(OCC(=O)Nc2ccccc2OC(F)F)cc1	-22
Cc1cc(C)nc(N2CCCC(C(=O)Nc3ccc4c(c3)OCO4)C2)n1 (stereo not given)	14
Cc1cc(C(=O)OCC(=O)N2CCN(C(=O)c3ccco3)CC2)c(C)n1-c1ccc(F)cc1	-6
O=C(O)CCc1ccc(-c2ccc(F)cc2)n1Cc1ccco1	13
O=C(COC(=O)C1c2ccccc2Oc2ccccc21)Nc1ccc2c(c1)OCO2	4

A draw from above in order of formula weight, ascending.
SMILES	GBA activity up
Cc1ccc(O)c(CC(C)C)n1	-3
CC(C)=CC(=O)Nc1ccccc1C(N)=O	0
Cc1cc2n(n1)SC(Nc1ccccc1)N2 (stereo not given)	-4
N#CC1=C(N)SC(N)=C(C#N)C1CCc1ccccc1	2
CN(C)c1ccc(NC(=O)Nc2cccc(Cl)c2)cc1	9
Cc1ccnc(NC(=O)CCC2COc3ccccc3O2)c1 (stereo not given)	-7
CCCC(=O)Nc1ccc(-c2nc3cc(C)c(C)cc3o2)cc1	-4
COc1ccc(/C(CC2(O)C(=O)Nc3ccccc32)=N\O)cc1 (stereo not given)	-14
O=C(O)CCc1ccc(-c2ccc(F)cc2)n1Cc1ccco1	13
CC(C)OC(=O)c1ccc(NC(=O)C2C3CC4OC(=O)C2C4C3)cc1 (stereo not given)	-12
O=C(CSc1nnnn1-c1cccc2ccccc12)N1CCOCC1	-11
Cc1cc(NC(=O)CSc2nc(-c3ccccc3)c(C#N)c(=O)[nH]2)no1	6
CCOC(=O)N1CCN(c2nc(-c3ccco3)cc(C(F)(F)F)n2)CC1	-42
CCOC(=O)C(C)(C)Sc1nc2c(cnn2-c2ccc(C)cc2)c(=O)[nH]1	-31
CCCNC(=O)C(NS(=O)(=O)c1cccc2nsnc12)c1ccccc1 (stereo not given)	-32
CCc1nc2ccccc2c(C(=O)OCC(=O)NCCCN2CCCC2=O)c1C	-5
CCN(CC)C(=O)CSc1nc2ccccc2c(=O)n1-c1cccc(OC)c1	-4
O=C(COC(=O)C1c2ccccc2Oc2ccccc21)Nc1ccc2c(c1)OCO2	4
CCOc1cc(N2CCOCC2)c(OCC)cc1NS(=O)(=O)c1ccc(Cl)s1	-18
Cc1cc(C(=O)OCC(=O)N2CCN(C(=O)c3ccco3)CC2)c(C)n1-c1ccc(F)cc1	-6

Remaining list, next part:
SMILES	GBA activity up
CCOC(=O)c1sc(=S)n2c1[nH]c(=O)c1ccc(C(=O)OC)cc12	13
O=C(CCC1CCCCC1)NCc1ccncc1	0
CCOC(=O)c1c(C)nc(-c2ccccc2)nc1NC(=O)CC	0
c1ccc(OCCCn2nnc(-c3ccncc3)n2)cc1	19
Cc1nc(C)c2c(=O)cc(-c3ccccc3)[nH]c2n1	20
Cn1c2ccc(F)cc2c2ncn(CCN3CCOCC3)c(=O)c21	-8
COc1ccc(CNC(=O)C(C)N(Cc2ccco2)C(=O)c2snc(C(N)=O)c2N)cc1 (stereo not given)	-1
Cc1c(C(=O)NCc2ccccn2)oc2ccc(S(=O)(=O)N3CCOCC3)cc12	-42
CCC(NC(=O)c1ccccc1NC(=O)c1ccccc1)C(=O)O (stereo not given)	-21
CC(C)(C)c1cc(NS(=O)(=O)c2ccc3c(c2)OCCO3)on1	-24
CC(=O)c1cccc(NC(=O)N2C3CCC2CC(O)(c2cccnc2)C3)c1 (stereo not given)	-77
CCOC(=O)c1cnc2c(OC)cccc2c1N1CCN(c2ccccc2OC)CC1	21
O=C(Cc1ccccc1)Nc1nnc(-c2ccco2)s1	2
O=C(CSc1nc2ccccc2c(=O)n1Cc1ccco1)N1CCN(c2ccccc2)CC1	-4
CCOC(=O)c1oc2cc(O)ccc2c(=O)c1-c1csc(C)n1	-2
Cc1cccc(OCc2nnc(SCC(=O)c3ccccc3)o2)c1	5
CCOc1ccccc1CN1CCN(S(C)(=O)=O)CC1	2
CCOc1cc(C(=O)Nc2ccc(S(=O)(=O)N3CCOCC3)cc2)cc(OCC)c1OCC	-6
CCN(CC)C(c1ccc(C)cc1)c1nnnn1C1CCCCC1 (stereo not given)	-10
COc1ccc(CCNC(=O)CSc2nnnn2Cc2ccc3c(c2)OCO3)cc1OC	-9
CCOC(=O)CSc1nc(N)cc(=O)[nH]1	-18
O=C(CCc1ccccc1)OCCN1CCOCC1	-10
N#Cc1nc(Cc2ccccc2)oc1N1CCN(c2ccccc2)CC1	-21
COc1cccc(NC(=O)CSc2nnc(-c3cc(-c4ccccn4)nc4ccccc34)o2)c1	-7
CCNS(=O)(=O)c1cc(S(C)(=O)=O)ccc1Cl	8
CCCCOc1cccc(C(=O)O)c1	0
CC(C(=O)c1ccccc1)n1cnc2ccccc2c1=O (stereo not given)	-13
CS(=O)(=O)Nc1ccc(C(=O)NC2CCCC2)cc1	-26
O=C(NC1CC2CCCC(C1)N2C(=O)NC1CCCCC1)c1ccccc1 (stereo not given)	-35
CCN(C(=O)CCN1C(=O)c2ccccc2C1=O)C1CCCCC1	4
O=C(CN1C2=NCCCN2c2ccccc21)c1ccc(Br)s1	-30
CCCn1c(=O)c2ccccc2n2c(SCC(=O)c3cc(C)n(CCOC)c3C)nnc12	4
CNC(=O)CSc1nnc(-c2cc3c(C)nn(-c4ccccc4)c3s2)n1C	-19
CCOC(=O)Nc1cc(OC)c(OC)cc1Cc1nccc2cc(OC)c(OC)cc12	-30
CCOC(=O)N1CCC(NC(=O)c2cc(S(=O)(=O)N3CCCC3)cn2C)CC1	14
COc1ccc(C)cc1-n1nnnc1SCC(=O)N1CCC(C(=O)Nc2nccs2)CC1	0
O=C(CN1CCCCC1)NCCNC(=O)CN1CCCCC1	37
CCCC1O[C@@H]2C[C@H]3[C@@H]4CCC5=CC(=O)C=C[C@]5(C)[C@H]4[C@@H](O)C[C@]3(C)[C@]2(C(=O)CO)O1 (stereo not given in full)	-16
CCN(CC)c1ccc(C(=O)n2cnc3ccccc32)cc1	-1
COc1ccc(C(OC(=O)c2ccco2)C(=O)NCc2ccco2)cc1 (stereo not given)	-30
COc1ccc(-c2nc(C#N)c(NCc3ccccc3Cl)o2)cc1	-28
CC(C)CC(NC(=O)COc1ccccc1)C(=O)O (stereo not given)	-4
CC(=O)C1=C(O)C(=O)N(CCc2c[nH]c3ccccc23)C1c1ccc(O)cc1 (stereo not given)	15
CCn1nc(C(=O)OCC(=O)c2c[nH]c3ccccc23)c2ccccc2c1=O	7
Nc1cc(=O)[nH]c(SCCNS(=O)(=O)c2ccccc2)n1	-1
CCCN(S(=O)(=O)c1ccc(OCC)cc1)S(=O)(=O)c1cccs1	-7
O=C(CSc1nc2ccccc2[nH]1)NCCN1CCCCC1	5
CC(=O)N=c1sc2ccccc2n1C	-30
Cc1ccccc1CS(=O)(=O)CCC(=O)N1CCN(c2ccc(N3CCOCC3)nn2)CC1	-21
O=S(=O)(O)CCN1CCOCC1	9
O=C1CC(N2CCCN(C3CC(=O)N(c4ccc(F)cc4)C3=O)CC2)C(=O)N1c1ccc(F)cc1 (stereo not given)	5
CCCCN(Cc1ccccc1)C(=O)c1cnc2n(c1=O)CCS2	-11
O=C(CCCC(=O)N1CCc2ccccc21)N1CCc2ccccc21	-14
O=C(O)COc1cccc(NC(=O)C2CCCO2)c1 (stereo not given)	-9
CCOC(=O)C1=C(c2ccccc2)NC(SCC(=O)NC2CCCCC2)=C(C#N)C1c1ccco1 (stereo not given)	-4
